SKN-1 block: suppressors of acrylamide-induced Pgst-4::GFP reporter in worms, primary screen, SKN-1 inhibitor project, whole organism, uHTS, GFP/RFP fluorescence ratio, strain VP596; inhibition, % at 21.8 µM; C. elegans VP596 Pgst-4::GFP/RFP ratio, 24 h; hit rate 0.49% among 360,000;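 active = interference check ratio from 0.5 to 1.5 plus GFP to RFP signal ratio inhibition reaching or exceeding a fixed threshold, cut at about 30% in these data, passing the limit was not always enough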; also: some compounds called inactive have numbers as strong as hits
E coli Lon inh: inhibitors of E. coli Lon protease, primary screen, biochemical, fluorescence polarization | P0A9M0 | purified E. coli Lon protease | inhibition, % at 7.94 µM | hit rate 0.42% among 360,000; in the data active = inhibition above about 13%, passing the limit was not always enough;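 also: 0% = enzyme with probe and DMSO and 100% = no enzyme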
bovine MsrA act: bovine MsrA enzyme activators, primary screen, biochemical, absorbance, HTS; Methionine sulfoxide reductase A (Bos taurus); purified bovine MsrA, absorbance read-out; activation, % at 10.6 µM; hit rate 0.3% among 360,000; in the data active = activation above about 7.5%;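 also: 0% = vehicle and 100% = reference activator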
MsrA inhibitor: bovine MsrA enzyme inhibitors, primary screen, biochemical, absorbance, HTS; purified bovine MsrA, absorbance read-out; inhibition, % at 15.5 µM; hit rate 0.75% among 360,000; AID 651718, 2012; in the data active = inhibition above about 4.5%;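 also: 0% = vehicle wells with enzyme and 100% = reference inhibitor wells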
NRP1-CendR mod: modulators of CendR peptide binding to NRP-1, primary screen, biochemical, fluorescence polarization, uHTS; inhibition, % at 25 µM; Neuropilin-1 (Homo sapiens), O14786; hit rate 0.85% among 360,000; FAM-RPARPAR peptide binding to NRP-1; AID 602438, 2012;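 active = inhibition or corrected inhibition above about 18%, plus a signal ratio from 0.5 to 1.5, limit read from the data, passing the limit was not always enough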; also: strong numbers were not always called active
MLLE-PAM2 inh: inhibitors of PABP1 MLLE–PAM2 peptide binding, primary screen, biochemical, fluorescence polarization, FITC-PAM2, GST-MLLE. Polyadenylate-binding protein 1 (Homo sapiens), P11940. inhibition, % at 20 µM. hit rate 0.36% among 360,000. AID 588489, 2011; in the data active = inhibition above about 35%, passing the limit was not always enough;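 also: plate controls were DMSO wells with GST-MLLE for no effect and wells lacking GST-MLLE protein for full effect; some results filed as inactive read as strong as hits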
Target sequence (P11940 whole entry, looked up): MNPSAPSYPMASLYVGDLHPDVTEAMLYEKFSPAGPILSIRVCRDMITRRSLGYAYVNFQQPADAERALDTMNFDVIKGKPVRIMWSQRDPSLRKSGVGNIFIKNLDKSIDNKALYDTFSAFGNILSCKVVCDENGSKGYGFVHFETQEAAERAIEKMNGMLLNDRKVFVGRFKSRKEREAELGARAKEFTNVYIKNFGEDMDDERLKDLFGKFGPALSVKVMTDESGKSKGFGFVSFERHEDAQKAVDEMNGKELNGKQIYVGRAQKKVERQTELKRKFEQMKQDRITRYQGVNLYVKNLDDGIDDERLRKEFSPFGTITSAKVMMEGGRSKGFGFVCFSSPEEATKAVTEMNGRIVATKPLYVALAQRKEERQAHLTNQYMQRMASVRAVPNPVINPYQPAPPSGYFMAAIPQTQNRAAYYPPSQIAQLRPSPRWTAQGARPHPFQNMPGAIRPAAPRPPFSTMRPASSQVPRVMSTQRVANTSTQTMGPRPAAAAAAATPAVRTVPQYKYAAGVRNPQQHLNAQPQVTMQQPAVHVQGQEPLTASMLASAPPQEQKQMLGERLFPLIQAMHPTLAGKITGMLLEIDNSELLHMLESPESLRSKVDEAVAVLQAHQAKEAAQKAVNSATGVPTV
FAS TE block: FAS thioesterase domain inhibitors, primary screen, biochemical, fluorescence intensity, uHTS; Fatty acid synthase (Homo sapiens), P49327; AID 602261, 2012; inhibition, % at 15 µM; recombinant FAS-TE, OMFH fluorogenic substrate, fluorescence endpoint; hit rate 0.67% among 360,000;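 active = compounds whose normalised, plate-corrected inhibition of enzyme fluorescence in the single-dose primary screen is 50% or more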;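 also: 0% = DMSO with enzyme and 100% = substrate without enzyme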
MT1-MMP act inh: blockers of MT1-MMP proenzyme processing, primary screen, HT1080 RFP-PRO-GFP cells, GFP/RFP fluorescence; Matrix metalloproteinase-14 (Homo sapiens), P50281; GFP/RFP ratio fluorescence, overnight; percent of plate control window, DMSO zero; GFP/RFP ratio change, % at 20 µM; hit rate 0.061% among 360,000; AID 651647, 2012;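 active = GFP/RFP ratio change of at least 30% with cell ATP level not reduced by more than half and red fluorescence within 50% of control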; also: strong numbers were not always called active
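Assay system: HT1080 RFP-PRO-GFP cells. Benchmarks: DMSO vehicle wells and RFP-L50D-GFP reporter cell wells. Times: overnight cell settling, then overnight compound exposure, 37 °C, 5% CO2. Compound: 20 µM single dose, 1% DMSO. Read-out basis: GFP/RFP fluorescence ratio.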
TbMetRS inhib: T. brucei MetRS inhibitors, primary screen, biochemical, luminescence; methionyl-tRNA synthetase (Trypanosoma brucei brucei); hit rate 0.4% among 360,000; inhibition, % at 11.9 µM; purified T. brucei MetRS, ATP depletion, Kinase-Glo luminescence;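 active = inhibition above a per-plate cutoff of the control wells' mean inhibition plus 3 SD, cut at about 5.5% in these data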;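 also: 0% = DMSO wells median and 100% = median of wells with control inhibitor compound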
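Material – parasite MetRS enzyme · Medium – HEPES-MgCl2-KCl buffer plus DTT, spermine, BSA, pyrophosphatase · Reagent – ATP, methionine and E. coli bulk tRNA substrates · Times – 15 min enzyme-compound preincubation, 2 h reaction, 10 min detection, 25 °C · Measured by – luminescence of leftover ATP · Evaluation – percent inhibition relative to median high and low control wells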
Numbers without * were called inactive; · = no result given; & = joins results of further samples.

SMILES	SKN-1 block	E coli Lon inh	bovine MsrA act	MsrA inhibitor	NRP1-CendR mod	MLLE-PAM2 inh	FAS TE block	MT1-MMP act inh	TbMetRS inhib
CCOC(=O)/C(=C/c1ccc(OC)cc1)NC(=O)c1ccco1	-1	-4	-3	2.6	-24	10	-12	2	-0.1
O=C(Nn1cnnc1)c1csc2ccccc12	-5	4	-3	-0.7	10	2	-9	4	0.5
O=S(=O)(c1cccs1)N1CCN(C/C=C/c2ccccc2)CC1	-8	-9	-3	0.6	-4	0	15	2	-0.2
CNc1nc(-c2c(C)n(C)c3ccc(OC)cc23)cs1	-4	1	-6	-0.8	-5	-52	-24	24	-1.2
N#Cc1ccccc1S(=O)(=O)N1CCN(C(=O)[C@@H]2CCCN2C(=O)c2cccs2)CC1	-13	2	-1	0.5	1	-16	-9	-5	-0.3
CCn1nc(C)c(NC(=O)/C=C/c2ccc(OC)c(COc3ccc(Cl)cc3Br)c2)c1C	-7	-4	-3	-0.7	-16	3	3	5	-0.5
CC(C)NS(=O)(=O)c1ccc(CCC(=O)Nc2ccc3c(c2)OCCO3)cc1	-10	6	-1	-0.8	-6	2	-10	-2	0.2
N#Cc1ccccc1N=Cc1ccc(Br)cc1	1	-3	-3	-0.1	-7	-11	-8	2	0.1
Cc1ccc(NC(=O)CN2C(=O)N/C(=C/c3cc(C)n(-c4cccc(C(=O)O)c4)c3C)C2=O)cc1	8	-8	-5	4.5	-84	18	0	-2	3.5
CC(=O)Nc1ccccc1/C=C/c1ccc2c(C)cc(C)c(O)c2n1	13	0	-2	0.7	-10	1	-11	3	0.2
N=c1c(S(=O)(=O)c2ccc(Br)cc2)cc2c(=O)n3ccccc3nc2n1Cc1ccccc1	18	-5	-2	-0.7	-24	70	37	-9	-0.5
O=C(O)c1ccc2c(c1)C(=O)N(c1nccs1)C2=O	-1	6	-1	-1.1	-3	7	-2	4	-0.5
C/C(Cc1ccccc1)=N\NC(=O)CNC(=O)c1ccccc1Cl	35	-1	-2	0.3	-5	7	0	3	-0.2
COc1ccc(-n2c(SCC(=O)Nc3nccs3)nc3c(c2=O)SCC3)cc1	9	0	0	-1.1	-4	18	-6	-2	-0.5
CCOC(=O)c1c(S(=O)(=O)NCC(C)c2ccccc2)c(C)n(C)c1C (stereo not drawn)	0	-4	-9	0.2	5	-1	5	0	-0.1
CCOc1ccc(CCNC(=O)CCn2cccc2)cc1OCC	4	2	0	1.1	-5	-2	-9	2	-0.8
Cc1ccc(/C=C/C(=O)NCc2cccs2)c(C)c1	-3	8	3	0.4	-1	4	4	1	-0.7
O=C(O)C(=Cc1ccnc2ccccc12)C(=O)O	12	-11	1	0.1	-6	-7	-8	-4	-0.2
COc1ccc2cc(C(=O)C3CCCN(C(=O)C4=NN(C)C(=O)CC4)C3)ccc2c1 (stereo not drawn)	10	7	-4	2.8	3	-5	-6	0	1.0
CCOc1c2ccc(C(=O)NC3CCCc4ccccc43)cc2nn1C (stereo not drawn)	2	-8	-1	-0.6	-5	12	0	2	-0.1
O=C(NC(=S)NC1CCCc2ccccc21)c1ccco1 (stereo not drawn)	6	-4	-2	2.9	2	16	30	-3	0.5
N#Cc1ccc(C(C(=O)NC2CCCCC2)n2c(=O)c(-c3ccco3)nc3ccccc32)cc1 (stereo not drawn)	3	·	·	-0.5	-51	·	·	-6	-0.8
COc1cc(C2CC(=O)Nc3cc(C)c(C)cc32)cc(OC)c1OC (stereo not drawn)	-7	3	-5	-0.6	6	1	-9	-3	0.3
C=CCCC(=O)N1CCCC(C(=O)c2cccc(OC)c2)C1 (stereo not drawn)	-9	0	1	0.6	-2	8	-5	1	-0.9
COc1ccc(CN(C)S(=O)(=O)c2nnc(NC(=O)c3cccc(F)c3)s2)cc1OC	-9	-5	-9	0.9	-10	-31	-2	-2	-1.0

(listing goes on)
SMILES	SKN-1 block	E coli Lon inh	bovine MsrA act	MsrA inhibitor	NRP1-CendR mod	MLLE-PAM2 inh	FAS TE block	MT1-MMP act inh	TbMetRS inhib
Cc1ccc(CN2CCNC(=O)C2CC(=O)NCCCn2nnc3ccccc32)cc1 (stereo not drawn)	-1	10	-3	0.3	-1	28	-6	3	-0.1
Cc1noc(C)c1NC(=O)N(C)C[C@@H]1Oc2ncc(Br)cc2C(=O)N([C@@H](C)CO)C[C@H]1C	-17	4	-7	-0.1	-5	6	-9	9	-2.0
O=C(COC(=O)CCC(=O)c1ccccc1)NCCc1ccccc1	-5	-8	-1	-1.0	-1	-10	-1	-2	0.1
Cc1nnc(-c2ccccc2)nc1N(C)C	6	-3	-4	0.5	5	5	-4	0	0.6
CC1CCCCN1C(=O)CSc1nc(N)cc(=O)[nH]1 (stereo not drawn)	-4	-5	-2	-0.7	-1	14	-3	-6	-0.6
O=C(COC(=O)CNS(=O)(=O)c1ccccc1)Nc1ncc(Cl)cc1Cl	-7	-2	-2	-0.8	-1	1	-3	-1	0.0
CCc1cccc(N(C(=O)c2csnn2)C(C(=O)NC2CCCCC2)c2ccncc2)c1 (stereo not drawn)	31	-3	-1	0.3	10	4	0	3	-0.4
O=C(CCCN1C(=O)c2ccccc2C1=O)Nc1nc2ccccc2[nH]1	-9	-5	-5	0.7	3	6	-8	-4	0.1
C=C[C@@H]1c2cccc(C)c2N(S(=O)(=O)c2ccc(C)cc2)[C@H](c2ccc(OC(C)=O)cc2)C1(C#N)C#N	14	-1	-3	0.9	-6	-6	44	-1	-0.3
CC1(c2ccc(Cl)cc2)NC(=O)N(CC(=O)c2ccc3c(c2)OCO3)C1=O (stereo not drawn)	11	-8	3	0.3	-6	-16	11	-1	-0.1
CCCCN(CC(=O)Nc1cccc(S(=O)(=O)N2CCCC2)c1)Cc1nc2ccccc2c(=O)[nH]1	25	3	-3	0.6	-10	-69	8	0	-0.1
COc1ccc(N(CC(=O)NCC(C)C)S(=O)(=O)c2ccccc2)cc1	2	5	-1	3.5	18	-94	-5	1	0.3
CCc1ccc2[nH]c(=O)c(CN(CCN(C)C)C(=O)Nc3ccccc3)cc2c1	4	0	1	0.6	7	10	-4	1	-0.3
O=C(NCc1cccs1)c1ccc(N2CCCC2=O)cc1	-23	-17	-10	0.5	-12	10	-12	2	-1.1
CN(C)S(=O)(=O)c1ccc2nc(NC(=O)c3cccs3)sc2c1	17	-1	-3	6.2*	1	7	-2	2	0.4
CS(=O)(=O)c1ccc(CNC(=O)[C@]2(C(F)(F)F)C[C@H](CCc3ccccc3)CCCO2)cc1	6	-18	0	0.3	-9	3	17	6	-0.4
COc1ccc(C2(CNC(=O)c3cc(OC)c(OC)c(OC)c3)CCCC2)cc1OC	6	-9	-3	-0.5	-2	-4	7	-1	-0.7
CC(=Nc1ccccc1C(F)(F)F)c1ccncc1	-6	-6	-2	0.1	-3	7	-7	0	-1.1
Cc1nn(Cc2ccccc2)c2c1C(c1ccncc1)C(C#N)=C(N)O2 (stereo not drawn)	·	-2	-1	-0.2	·	·	·	·	-0.5
CC1(C)CC(NC(=S)NC(=O)c2cc(Br)ccc2Cl)CC(C)(C)N1	-1	-1	-2	0.1	-15	20	-5	6	-0.3
CCc1ccc(C(=O)NNc2cc(Cl)ccc2Cl)cc1	5	4	-1	-0.9	15	-24	50*	-4	-0.7
CN(C)C(=O)c1cn(-c2ccccc2)c(=O)c2ccccc12	-2	-7	-9	-0.2	0	4	-8	1	-0.6
CCc1nnc(NC(=O)c2ccc(COc3ccccc3)o2)s1	-17	-1	-12	0.2	-4	-3	-15	-3	-0.9
c1cc(CNCCCN2CCOCC2)ccn1	16	4	2	-1.3	14	-17	-1	-2	-0.4
N#CC1(c2ccccc2)CCC(=O)N1Cc1ccccc1 (stereo not drawn)	-5	9	-1	-0.5	7	-5	-2	1	-0.3

More entries:
SMILES	SKN-1 block	E coli Lon inh	bovine MsrA act	MsrA inhibitor	NRP1-CendR mod	MLLE-PAM2 inh	FAS TE block	MT1-MMP act inh	TbMetRS inhib
O=C(Nc1ccccc1)OCC1COC(c2ccccc2)(c2ccccc2)O1 (stereo not drawn)	10	-4	-4	0.2	11	1	35	-2	-0.1
CCOc1ccc(CCNC(=O)COC(=O)c2cccnc2Cl)cc1OCC	-8	-8	-5	-0.4	-2	2	0	2	-0.2
C[n+]1cc(-c2ccccc2)oc1-c1ccccc1	17	-4	-2	-1.0	4	-11	-5	-1	0.2
O=C(Nc1cccc(Cl)c1)OCCOC(=O)Nc1cccc(Cl)c1	20	1	-3	-1.5	4	7	29	5	0.5
O=C(Nc1nc2ccccc2s1)c1ccc2sc([C@H]3C[C@H](O)[C@@H](CO)O3)nc2c1	-9	-9	-6	1.2	0	-20	-9	4	-0.2
Cc1ccc(CNC(=O)C2CCCN(S(=O)(=O)c3c(C)noc3/C=C/N(C)C)C2)cc1 (stereo not drawn)	-10	-31	-4	0.8	-1	4	3	-6	-1.2
Cc1c(Cl)cccc1Nc1ncccc1C(=O)O	2&10	-14&-6	-8&-2	1.1&0.2	2&-3	-14&12	-4&2	-1&-1	-1.4&-0.4
O=C(COC(=O)/C=C/c1ccc(F)cc1)NC1CCCC1	-1	-1	0	-0.5	4	-1	-2	9	-0.3
O=C(Nc1ccc2c(c1)OCO2)c1cc(C2CCCCN2C(=O)c2ccccc2)on1 (stereo not drawn)	1	24	-1	0.6	-16	6	12	2	-0.1
Cc1cccc(OCC(=O)Nc2ccc(C(=O)O)cc2NC(=O)COc2cccc(C)c2)c1	-34	-2	-6	0.6	9	-4	6	3	-0.3
Cc1ccccc1NC(=O)c1cc(=O)c2ccccc2o1	5	11	-1	-0.2	5	1	-1	-3	-1.0
Cc1cccc(C(=O)OCC(=O)NCc2ccc(Cl)cc2)c1	-8	-9	-5	3.8	-10	-12	-10	2	-0.1
CCC(C)N(C(=O)COC(=O)c1nc2nc(C)cc(C)n2n1)C1CCS(=O)(=O)C1 (stereo not drawn)	-8	-2	-9	0.7	0	-28	-8	-1	-0.6
S=C(Nc1ccc(Oc2ccccc2)cc1)N1CCOCC1	-1	-1	-3	0.3	5	-112	-3	7	-1.0
O=C(NCC1COc2ccccc2O1)c1ccc(NC(=O)C2CCCO2)cc1 (stereo not drawn)	5	4	0	0.2	4	-4	-5	3	0.8

Some values from the results shown.
Entry for O=C(Nc1ccccc1)OCC1COC(c2ccccc2)(c2ccccc2)O1 (stereo not drawn) in TbMetRS inhib: -0.1
Entry for CCOc1ccc(CCNC(=O)COC(=O)c2cccnc2Cl)cc1OCC in MsrA inhibitor: -0.4
Entry for O=C(Nc1ccc2c(c1)OCO2)c1cc(C2CCCCN2C(=O)c2ccccc2)on1 (stereo not drawn) in MLLE-PAM2 inh: 6

Bioassay records from PubChem BioAssay.
